M. tuberculosis GlmU: inhibition of mycobacterial GlmU enzyme – biochemical, glucosamine-1-phosphate acetyltransferase (AID 1376); M. tuberculosis GlmU acetyltransferase enzyme assay; higher % means a stronger effect; one-dose inhibition, %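 (tested at 30 µM in the primary screen)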; IC50 in µM for titrated hits; 220,000 tested, 0.25% active; in the data active = inhibition above about 13%;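 also: 0% = complete reaction with vehicle and 100% = reaction without substrate; strong numbers were not always called active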
Mtb RmlCD inh: M. tuberculosis RmlC/RmlD coupled enzyme inhibitors, primary screen, biochemical, compound mixtures, 384-well, from 1536-well plates. 160,000 tested, 0.03% active. RmlC+RmlD coupled enzyme assay, percent inhibition; primary screen in compound mixtures. inhibition, % at 3.6 µM. AID 1533, 2009. dTDP-4-dehydrorhamnose reductase (Mycobacterium tuberculosis (strain ATCC 25618 / H37Rv)) …; in the data active = inhibition mostly above about 34%, no sharp cut-off; also: some results filed as inactive read as strong as hits
Target sequence (P9WH09 whole entry, looked up): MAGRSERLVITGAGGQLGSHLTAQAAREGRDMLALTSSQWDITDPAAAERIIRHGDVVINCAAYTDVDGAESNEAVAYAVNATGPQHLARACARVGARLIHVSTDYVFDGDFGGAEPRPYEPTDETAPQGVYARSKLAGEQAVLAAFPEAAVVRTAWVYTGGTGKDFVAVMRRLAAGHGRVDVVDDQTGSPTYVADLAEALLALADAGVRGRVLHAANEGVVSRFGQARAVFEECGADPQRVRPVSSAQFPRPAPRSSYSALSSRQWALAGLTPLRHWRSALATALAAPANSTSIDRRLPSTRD
Target sequence (P9WH11 whole entry, looked up): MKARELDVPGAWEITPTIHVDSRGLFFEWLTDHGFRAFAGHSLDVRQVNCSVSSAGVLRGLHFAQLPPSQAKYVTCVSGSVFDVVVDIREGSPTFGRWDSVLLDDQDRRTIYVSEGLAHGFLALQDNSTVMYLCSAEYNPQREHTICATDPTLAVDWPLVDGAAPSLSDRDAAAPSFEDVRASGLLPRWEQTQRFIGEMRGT
Numbers without * were called inactive; . = not tested or not shown. This is a subset, so the mix of outcomes need not match the whole.

| Molecule | M. tuberculosis GlmU | Mtb RmlCD inh |
| --- | --- | --- |
| Cc1ccc(NCC(O)C(O)C(O)CO)c(N=Nc2ccccc2)c1C (stereo unspecified) | -3.1% | 10.5 |
| C/C(=N/NC(=O)CNc1ccc(C)cc1)c1ccc(Cl)cc1 | 0.8% | . |
| COc1ccccc1CNC(=O)c1ccccc1NS(C)(=O)=O | 0.7% | -2.5 |
| COc1cc(=O)[nH]c(SCc2c(F)c(F)c(F)c(F)c2F)n1 | 7.3% | -6.2 |
| COc1cccc(Nc2nc(-c3sc(NC(=O)c4ccccc4)nc3C)cs2)c1 | -0.8% | . |
| COc1ccc(C(=O)NC(=S)Nc2ccc3c(c2)Cc2ccccc2-3)cc1 | 0.3% | -7.7 |
| Fc1cccc(CO/N=C/c2c(-c3ccccc3)nc3ccc(Cl)cn23)c1 | 0.8% | -5.3 |
| Cc1ccccc1C(=O)NC(=S)Nc1ccccc1C(F)(F)F | -1.9% | -11.9 |
| COc1ccc(OC)c(/C=C2\SC(=S)N(Cc3cccnc3)C2=O)c1 | -6.3% | 2.0 |
| CCOC(=O)c1c(NC(=O)c2cccs2)sc2c1CCC2 | 4.4% | . |
| COc1ccc(-n2nc(C(=O)Nc3ccc(OC)c(OC)c3)c3c4ccccc4n(C)c3c2=O)cc1 | -6.2% | -9.3 |
| NC(=O)c1c(NC(=O)C2CCCO2)sc2c1CCCCC2 (stereo unspecified) | -2.1% | 2.3 |
| COc1ccc(-c2nc(N3CCOCC3)nc3n[nH]c(N)c23)cc1 | 0.4% | -6.9 |
| COc1cc(-c2nnc(SCc3cc(=O)oc4cc(C)ccc34)o2)cc(OC)c1OC | 3.3% | . |
| Cn1c(SCc2nnc(-c3ccc(F)cc3)o2)nnc1C1COc2ccccc2O1 (stereo unspecified) | 2.0% | -0.3 |

Looked up by compound from the list above, 6 records:
| Molecule | M. tuberculosis GlmU | Mtb RmlCD inh |
| --- | --- | --- |
| Cc1ccc(NCC(O)C(O)C(O)CO)c(N=Nc2ccccc2)c1C (stereo unspecified) | -3.1% | 10.5 |
| COc1cc(-c2nnc(SCc3cc(=O)oc4cc(C)ccc34)o2)cc(OC)c1OC | 3.3% | . |
| Cc1ccccc1C(=O)NC(=S)Nc1ccccc1C(F)(F)F | -1.9% | -11.9 |
| COc1ccc(OC)c(/C=C2\SC(=S)N(Cc3cccnc3)C2=O)c1 | -6.3% | 2.0 |
| Cn1c(SCc2nnc(-c3ccc(F)cc3)o2)nnc1C1COc2ccccc2O1 (stereo unspecified) | 2.0% | -0.3 |
| CCOC(=O)c1c(NC(=O)c2cccs2)sc2c1CCC2 | 4.4% | . |

(list continues)
| Molecule | M. tuberculosis GlmU | Mtb RmlCD inh |
| --- | --- | --- |
| CC(C)OP(=O)(c1ccc(N(C)C)cc1)C(Nc1ccccc1)c1cccnc1 (stereo unspecified) | 0.8% | -7.2 |
| O=C(CC(=O)Nc1nc(C23CC4CC(CC(C4)C2)C3)cs1)NCCO | 9.6% | 58.4 |
| CC(C(=O)Nc1ccc(S(=O)(=O)N2CCCC2)cc1)N1CCN(C(=O)c2ccco2)CC1 (stereo unspecified) | -5.4% | . |
| N#Cc1c(-c2cccs2)nc(SCC(=O)c2ccc(Br)cc2)[nH]c1=O | 3.6% | -3.6 |
| Cc1nc2cc(NC(=O)N3CC4(C)CC3CC(C)(C)C4)ccc2n1C (stereo unspecified) | 2.2% | 4.8 |
| Cc1cc(S(=O)(=O)N2CCCC2)c(C)s1 | -0.2% | -8.7 |
| CCCCn1c(CNC(C)=O)nc2ccccc21 | -0.3% | -7.7 |
| Cc1ccc(-c2cc(N)n(Cc3ccc(Cl)cc3)n2)cc1 | -4.5% | . |
| CNC(=O)CCn1nc(-c2ccc(Cl)cc2)c2ccccc2c1=O | 6.5% | . |
| CC(=O)c1cc(F)ccc1OCC(=O)N1CCN(c2ccc(F)cc2)CC1 | -4.4% | 3.7 |
| Clc1ccc(CO/N=C2\CCCc3nonc32)c(Cl)c1 | -0.9% | 5.5 |
| Cc1ccc(-c2nc(CSCC(=O)N3CCCC3)c(C)o2)cc1 | 9.5% | 2.7 |
| Cc1cc(C)c(S(=O)(=O)NCC2CCC(C(=O)NCCCN3CCOCC3)CC2)c(C)c1 (stereo unspecified) | -4.1% | . |
| CCC(CC)NCC(O)COc1ccc(Br)cc1 (stereo unspecified) | -3.8% | . |
| Cc1ccc(C(C)C)c(OCCCNCc2cccnc2)c1 | -6.0% | 10.1 |
| CCOc1cc(NC(=O)c2ccco2)c(OCC)cc1NC(=O)COc1ccccc1 | 2.4% | . |
| Cc1ccc(S(=O)(=O)N2CCCC2C(=O)Oc2ccccc2)cc1 (stereo unspecified) | 1.5% | 13.6 |
| Cc1ccc(Cn2c(=O)c3ccccc3n3nc(C)cc23)cc1 | 0.2% | 5.1 |
| O=C(O)CCC(=O)c1cccc2ccccc12 | -3.1% | . |
| Cc1[nH]c2ccccc2c1CC#N | 2.4% | 15.3 |
| Clc1ccc(-c2csc(-c3ccncc3)n2)cc1 | -0.8% | 6.5 |
| Cc1cc(=O)[nH]c(-n2ncc(C#N)c2N)n1 | 2.5% | 4.5 |
| NC(=O)Cn1cnc2nc3n(c2c1=O)CCC3 | -3.6% | 6.1 |
| CCOc1cc(/C=C2/SC(=S)N(CC3CCCO3)C2=O)ccc1O (stereo unspecified) | 3.1% | . |
| c1ccc(Oc2nc(-c3ccccn3)nc3ccccc23)cc1 | . | 2.0 |
| CCOC(=O)c1oc2ccc(Cl)cc2c1NC(C)=O | -3.2% | -3.0 |
| N/C(=N\N=C/c1ccc(Br)cc1)N/N=C\c1ccc(Br)cc1 | -1.8% | -11.4 |
| CCCCNC(=O)CSc1nc2ccccc2n1S(=O)(=O)c1ccc(Cl)cc1 | -7.8% | 4.0 |
| CCc1ccc(Oc2nc([N+](=O)[O-])nn2C)cc1 | 1.8% | . |
| CCOC(=O)Cc1cc(=O)n2[nH]c(C)c(-c3ccc(Cl)cc3)c2n1 | 8.8% | -4.4 |

Sorted by formula weight (smallest number first): 3 of the compounds above.
| Molecule | M. tuberculosis GlmU | Mtb RmlCD inh |
| --- | --- | --- |
| O=C(O)CCC(=O)c1cccc2ccccc12 | -3.1% | . |
| O=C(CC(=O)Nc1nc(C23CC4CC(CC(C4)C2)C3)cs1)NCCO | 9.6% | 58.4 |
| CC(C(=O)Nc1ccc(S(=O)(=O)N2CCCC2)cc1)N1CCN(C(=O)c2ccco2)CC1 (stereo unspecified) | -5.4% | . |

Continuation.
| Molecule | M. tuberculosis GlmU | Mtb RmlCD inh |
| --- | --- | --- |
| CN1CCN(c2ccc(NC(=O)c3ccccc3Br)cc2)CC1 | 1.4% | -11.0 |
| Cc1cc(NC(=O)CSc2nnc(COc3ccccc3)o2)no1 | 0.0% | 8.3 |
| O=C(COc1ccc(Br)cc1)OCc1nnc(-c2ccccc2)o1 | -4.3% | . |
| CSCCC(NC(=O)c1ccc([N+](=O)[O-])cc1Cl)C(=O)OCC(=O)C12CC3CC(CC(C3)C1)C2 (stereo unspecified) | 0.0% | -12.9 |
| Cc1ccc(/C=C2/Sc3ccccc3N(CC(=O)NCCCOC(C)C)C2=O)cc1 | 1.9% | -10.2 |
| O=S(=O)(Nc1ccc(N2CCCCC2)cc1)c1ccccc1F | -6.7% | 13.9 |
| O=C(CCc1ccccc1)NC(=S)Nc1ccc2c(c1)C(=O)OC2 | -1.9% | -5.4 |
| Cc1ccc(NC(=O)CSc2nc(N)c(-c3ccccc3)c(=O)[nH]2)cc1Cl | -6.4% | . |
| CCN(c1ccccc1)S(=O)(=O)c1ccc(Cl)c(NC(=O)CSc2ncn[nH]2)c1 | -5.3% | -7.8 |
| COc1ccc(N2CCN(C(c3nnnn3C3CCCC3)C(C)C)CC2)cc1 (stereo unspecified) | -1.8% | 1.7 |
| COc1ccc(NC(=O)c2nc3nccc(C)n3n2)cn1 | -3.7% | -1.1 |
| CCn1ncc(C(=O)Nc2ccc(S(=O)(=O)N3CCCC3)cc2)c1C | 1.7% | 5.8 |
| CCCC(=O)N(Cc1cc2ccccc2[nH]c1=O)c1ccccc1OC | -2.8% | -8.8 |
| COCCNc1nc(C)cc(-c2cc(C(=O)NCc3ccccc3)on2)n1 | 4.1% | 2.6 |
| COCCCn1c(-c2ccc(OC)cc2)nc2nc3ccccc3nc21 | 2.8% | 5.2 |

Entries of single compounds, quoted from the list. Order of screens: M. tuberculosis GlmU, Mtb RmlCD inh
`Cc1nc2cc(NC(=O)N3CC4(C)CC3CC(C)(C)C4)ccc2n1C` (stereo unspecified) as listed: 2.2%, 4.8
`Cc1cc(S(=O)(=O)N2CCCC2)c(C)s1` as listed: -0.2%, -8.7

More records follow.
| Molecule | M. tuberculosis GlmU | Mtb RmlCD inh |
| --- | --- | --- |
| COC(=O)c1sc(-c2ccc(Cl)cc2)cc1NC(=O)/C=C/C(=O)O | -1.0% | 7.8 |
| O=C(O)c1ccccc1C(=O)N1CCc2c([nH]c3ccccc23)C1C(F)(F)F (stereo unspecified) | 4.6% | -2.2 |
| COc1ccc(C2CC(C(F)(F)F)n3nc(C(=O)NCc4c(C)nn(C)c4C)c(Cl)c3N2)cc1 (stereo unspecified) | 1.1% | 4.6 |
| Cc1cc(C)nc(N(C#N)S(=O)(=O)c2ccccc2)n1 | 2.2% | 13.8 |
| N#Cc1c(NC(=O)C2CCCO2)sc2c1CCCCC2 (stereo unspecified) | 3.0% | -16.1 |
| COc1ccc(C(c2nnnn2C2CCCCC2)N2CCN(C)CC2)c(OC)c1 (stereo unspecified) | 0.8% | -8.9 |
| COc1ccccc1C(=O)NN1C(=O)C2C3C=CC(O3)C2C1=O (stereo unspecified) | -0.5% | 14.9 |
| CC(C)NC(=O)CSc1c2c(nc3ccccc13)CCCC2 | -6.8% | 1.8 |
| CCOc1ccc(/C=C2/SC(=S)N(C(C(=O)O)c3ccccc3)C2=O)cc1OCC (stereo unspecified) | -0.4% | 0.6 |
| O=C(CSc1ncc(S(=O)(=O)c2ccccc2)c(=O)[nH]1)Nc1ccccc1Cl | 4.7% | -24.8 |
